ERp5 inh – blocks human ERp5 reductase activity on insulin; Q15084; ERp5 insulin aggregation, absorbance 650 nm, 90 min; inhibition, % at 9.99 µM; 350,000 tested, 0.05% active; AID 651711;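 active = mean replicate inhibition above about 25%, with every replicate also reaching it, limit read from the data, passing the limit was not always enough; inconclusive = only one of those two criteria met; inactive = neither criterion met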
Target sequence (Q15084 whole entry, looked up): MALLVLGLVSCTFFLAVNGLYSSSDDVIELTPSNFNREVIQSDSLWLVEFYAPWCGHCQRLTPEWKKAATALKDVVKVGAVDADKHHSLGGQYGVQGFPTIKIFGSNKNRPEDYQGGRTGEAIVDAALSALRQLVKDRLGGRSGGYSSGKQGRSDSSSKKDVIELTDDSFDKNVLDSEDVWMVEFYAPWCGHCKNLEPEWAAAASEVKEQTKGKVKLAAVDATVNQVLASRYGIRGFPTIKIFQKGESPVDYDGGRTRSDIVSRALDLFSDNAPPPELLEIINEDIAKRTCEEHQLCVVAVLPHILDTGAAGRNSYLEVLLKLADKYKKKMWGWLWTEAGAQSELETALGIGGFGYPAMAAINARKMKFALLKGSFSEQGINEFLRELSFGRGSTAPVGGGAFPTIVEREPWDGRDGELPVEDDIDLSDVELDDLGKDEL
ERAP1 HTS inh – blocks human ERAP1 aminopeptidase activity; Q9NZ08; recombinant ERAP1, Leu-AMC fluorescence, 60 min; inhibition, % at 10.7 µM; 340,000 tested, 0.15% active; AID 652197;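 active = mean replicate inhibition of at least 30%, or all replicates individually reaching that 30% level; inactive = mean below 30% and not every replicate reaching it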;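 also: 0% = neutral control wells and 100% = L-leucinethiol positive control wells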
DENV2 CPE rescue – protects cells from dengue virus 2 cytopathic effect; DENV2-infected cells, cytopathic effect rescue, plate reader; CPE inhibition, % at 9.99 µM; 350,000 tested, 1.7% active; in the data active = CPE inhibition above about 20%, passing the limit was not always enough; inconclusive = no clear call, values can overlap the other calls; tested in BHK-21 cells;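 also: 0% = median of neutral control wells and 100% = median of positive control wells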
SIRT5 inh – inhibitors of human sirtuin-5 desuccinylase; Purified SirT5, succinyl-peptide AMC, trypsin-coupled fluorescence; AID 652115; inhibition, % at 15 µM; Q9NXA8; 330,000 tested, 1.1% active; in the data active = inhibition above about 15%; inconclusive = no clear call, values can overlap the other calls
Target sequence (Q9NXA8 whole entry, looked up): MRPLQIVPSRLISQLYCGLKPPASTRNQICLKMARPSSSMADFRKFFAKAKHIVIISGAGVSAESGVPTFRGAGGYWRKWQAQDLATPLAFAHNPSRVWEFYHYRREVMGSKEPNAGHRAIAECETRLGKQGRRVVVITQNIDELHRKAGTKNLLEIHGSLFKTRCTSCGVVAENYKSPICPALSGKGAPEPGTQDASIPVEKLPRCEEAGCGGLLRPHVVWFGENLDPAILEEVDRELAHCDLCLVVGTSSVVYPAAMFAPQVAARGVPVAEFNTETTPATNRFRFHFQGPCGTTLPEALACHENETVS
miR122 inh – miR-122 inhibition in Huh7 cells; Huh7 miR-122 Renilla luciferase sensor, 48 h; neutral wells = 0, positive control = 100; activation (reporter increase), % at 12.5 µM; 340,000 tested, 0.3% active; AID 602342;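 active = mean replicate activation score at least 90 and every replicate individually at or above 90; inconclusive = only one of the two criteria met; inactive = neither criterion met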;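 also: higher luciferase means less miR-122 activity so hits act as miR-122 inhibitors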
CFTR F508del cor – correctors of CFTR F508del function in bronchial epithelial cells; CFBE cells, YFP halide quenching; stimulated with forskolin plus potentiator P3; % fluorescence drop versus neutral controls; activity (quench increase), % at 7.58 µM; 350,000 tested, 0.36% active;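 active = mean added fluorescence quench of at least 8% versus neutral control, with both replicates also reaching 8%; inconclusive = only one of the mean or replicate conditions met; inactive = mean below 8% and not both replicates reaching 8%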;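 also: cells transiently co-express mutant CFTR-F508del with the halide-sensitive YFP; corrector assay measuring rescue of mutant channel to the surface after 24 h compound exposure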
Casp6 inh – caspase-6 (human) enzyme inhibition | P55212 | purified caspase-6, Z-VEID-R110 cleavage fluorescence | inhibition, % at 12.5 µM | 350,000 tested, 0.53% active;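 active = mean inhibition across replicates at least about 35%, with every replicate also reaching that limit, limit read from the data; inconclusive = only one of the two criteria met; inactive = neither criterion met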;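 also: 0% = median of neutral control wells and 100% = no fluorescence left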
Starred values were filed as active, the others as inactive; ? = inconclusive; · = not tested or not shown; & = joins results of further samples; [ ] = another dose, or the depositor's remark.

compound	ERp5 inh	ERAP1 HTS inh	DENV2 CPE rescue	SIRT5 inh	miR122 inh	CFTR F508del cor	Casp6 inh
CN1CCC(Oc2ccc(Sc3ccccc3)cc2)CC1	4	3	2	-5	-2	-0.5	-19
Cc1cc(C)cc(N(CC(=O)NCc2ccccc2Cl)S(=O)(=O)c2c(C)[nH]c(=O)[nH]c2=O)c1	0	-2	-7	1	-3	-0.1	4
COC(=O)c1ccc(C(=O)N2CCCC(N3CCN(c4ccccc4)CC3)C2)nc1 (configuration not stated)	0	1	-4	-2	·	-2.5	0
O=C(c1cccs1)N1CCCC(c2nc3c(nnn3Cc3ccccc3)c(=O)[nH]2)C1 (configuration not stated)	0	4	-6	-4	6	-0.5	-1
CC(=O)c1ccc(-c2cnc3c(NC=O)cc(-c4ccc(S(C)(=O)=O)cc4)cn23)cc1	-3	1	4	·	·	6.3	0
O=C(NC(Cc1c[nH]c2ccccc12)C(=O)NCc1ccc(F)cc1)OCc1ccccc1 (configuration not stated)	-7	1	1	-3	-2	1.1	1
O=C1NCCN1CCNS(=O)(=O)c1ccccc1[N+](=O)[O-]	9	-1	-4	-2	-1	-1.1	-3
CC(C)CCNC(=O)c1cn(CC(C)C)c(=O)c2c1c1ccccc1n2C	2	-9	-3	-1	15	2.1	-4
COc1ccc(/C=C(/NC(=O)c2ccccc2)C(=O)NCCCn2ccnc2)cc1OC	-2	-2	-3	1	1	-2.0	-4
CCN(CC)c1ccc(/C=N/N2CCN(Cc3cccc4ccccc34)CC2)c(O)c1	3	-1	·	-1	12	-1.9	9
Cc1ccccc1CNc1ccc(C(CC(N)=O)NC(=O)c2ccccc2)cc1[N+](=O)[O-] (configuration not stated)	10	0	·	1	3	-6.9	2
O=C1Cc2ccccc2C(c2c(Cl)cccc2Cl)N1 (configuration not stated)	-3	-8	4	1	-1	1.8	0
Cc1cc(C)nc(Sc2ncnc(N)c2[N+](=O)[O-])n1	-3	1	-2	5	3	-3.4	2
Cc1cc(C(=O)NCCc2ccc(Cl)cc2)no1	10	-1	13	-3	-3	-2.4	0
CC(C)Oc1ccc(S(=O)(=O)N2CCOCC2)cc1NC(=O)C1=COCCO1	1	0	9	-8	-1	-0.9	-2
O=Cc1ccc(OCc2cn3ccccc3n2)cc1	-1	-2	-2	-1	0	1.1	-1
CCC(=O)Nc1nnc(S(=O)(=O)N(CC)c2ccc(OC)cc2)s1	4	1	-1	-1	3	0.0	1
CC(O)(c1ccccc1)c1nc(-c2cccc(F)c2)cs1 (configuration not stated)	3	3	4	-2	0	0.0	1
CCCNC(=O)N1C[C@H](C)[C@@H](OC)CN(C)C(=O)c2ccc(NS(C)(=O)=O)cc2OC[C@@H]1C	0	1	1	-5	-8[16.7 µM]	-6.7	0
CCc1ccccc1NC(=O)CN(C)C(=O)Cn1cnc2ccc(Cl)cc2c1=O	-8	-1	1	-2	·	-4.6	7
CCCNC(=O)N(C)C[C@@H]1Oc2cc(Br)ccc2S(=O)(=O)N([C@@H](C)CO)C[C@H]1C	2&-5&5	6&-2&0	?	3&-5&0	-2	-1.1&1.1&-0.3	3&0&0
CCNC(=O)c1c(O)c2c([nH]c1=O)CCCC2	0	2	-8	0	7	-0.9	-7
Cn1c(=O)c2cc(S(=O)(=O)NC(C(=O)NCc3cccnc3)c3ccccc3)ccc2n(C)c1=O (configuration not stated)	-8	-4	5	2	-1	-3.0	-2
C(=N\Nc1ccc2nncn2n1)/c1ccco1	0	·	3	3	·	-0.2	2
CC(=O)c1cccc(NC(=O)C2=CC(c3ccc4c(c3)OCO4)=NS(=O)(=O)N2C)c1	1	2	-1	2	-1	0.6	-3
O=C(NNS(=O)(=O)c1ccc(Cl)cc1)c1ccc(S(=O)(=O)N2CCCCC2)cc1	-2	-4	-5	0	2	·	-2
C[C@H]1COc2cc(N3CCCC3)ccc2S(=O)(=O)N1	1	-6	3	1	·	1.5	6
CN(C)C(=O)c1ccc(-c2ccc([C@@H]3[C@@H](CO)N(C(=O)C4CCCCC4)[C@H]3C#N)cc2)cc1	-2	-4	15	1	·	-0.2	-3
C[C@H]1CN([C@@H](C)CO)C(=O)Cc2cc(NS(=O)(=O)c3ccccc3)ccc2O[C@H]1CN(C)C(=O)Nc1ccc(F)cc1	-3	0	5	1	1[16.7 µM]	0.8	1
O=C(c1ccccn1)N1CC(=O)N2[C@H](CO)[C@H](c3ccc(C#CCc4ccccc4)cc3)[C@@H]2C1	3	-2	3	1	·	-0.5	6
CCC(=O)Nc1ccc2c(c1)OC[C@H](C)N(C(=O)CN1CCOCC1)C[C@@H](C)[C@@H](OC)CN(C)C2=O	0	0	2	0	1[16.7 µM]	·	3
O=C(Nc1cccc2ccccc12)NC1CCCCC1O (configuration not stated)	-11	0	0	-5	5	1.6	-3
CCCNC(=O)N1C[C@@H](C)[C@@H](OC)CN(C)C(=O)c2cc(NS(=O)(=O)CC(F)(F)F)ccc2OC[C@H]1C	-2	-10	2	-5	·	0.7	2
C[C@@H]1CN([C@H](C)CO)C(=O)c2cccc(NC(=O)c3nc4ccccc4s3)c2O[C@H]1CN(C)Cc1ccc(Cl)c(Cl)c1	-2	1	12	1	56[16.7 µM]	1.1	-2
COc1ccc(CC(=O)OCC(=O)N2CCCc3ccccc32)cc1OC	1	0	-3	2	-3	-2.5	2
CCOC(=O)N1CCC(N2CCN(c3ccccc3)CC2)CC1	1	-2	1	-2	-6	-0.8	-13
COc1cc2c(cc1OC)CN(C(=O)c1nn(Cc3ccccc3)c(=O)c3ccccc13)CC2	-15	1	1	6	2	5.1	1
CC(C)=CCN1CCN(Cc2ccc(Oc3ncccn3)cc2)CC1CCO (configuration not stated)	5	0	2	-1	2	-1.8	-1
COCC(=O)Nc1ccc2c(c1)C(=O)N(C)[C@H]1CC[C@H](CC(=O)NCc3ccc(OC)cc3)O[C@@H]1CO2	·	·	8	·	-8[16.7 µM]	-1.3	·
Cc1ccc(NC(=O)COC(=O)c2ccc(CN3CCCC3=O)cc2)cc1C	-1	-5	-7	-7	0	0.0	0
N#Cc1cccc(-c2ccc([C@H]3[C@@H](CO)N4CCCCN(C(=O)Nc5cccc(F)c5)C[C@@H]34)cc2)c1	-1	1	-4	6	-12[16.7 µM]	1.7	-2
COc1ccc(NC(=O)COc2ccc(C(=O)c3ccc(F)cc3)cc2)cc1S(N)(=O)=O	0	3	-6	-1	-4	-0.7	-1
CCN(C(=O)CSc1nc2n[nH]c(C)c2c(=N)n1-c1ccc(Cl)c(C)c1)c1cccc(C)c1	-2	2	-5	-6	3	1.5	-4
CCOC(=O)C1(Cc2cccc(OC)c2)CCCN(C(=O)c2cc(CC(C)C)[nH]n2)C1 (configuration not stated)	12	3	-4	-1	-2	-1.4	2
CCNC(=S)N1CCN(c2nc(-c3ccc(F)cc3)cs2)CC1	0	1	5	2	-5	2.1	1
O=C(CC1CC1)N1[C@H](CO)[C@H]2c3ccccc3N(S(=O)(=O)c3ccccc3)C[C@H]21	?	-3	-1	-1	17[16.7 µM]	3.5	1
COc1ccc(OC)c(C(=O)N(C[C@H]2CC[C@@H]([C@@H]3CC[C@H](CO)O3)O2)C(C(=O)NC(C)(C)C)c2ccc(-c3ccccc3)cc2)c1 (some centres not stated)	2	6	-2	1	·	2.7	2
O=C(O)C(Cc1ccc(F)cc1)c1ccccc1 (configuration not stated)	-1	0	-4	0	·	-8.8	-1
OC(c1ccc(F)cc1)c1ncc(-c2cccc(C(F)(F)F)c2)[nH]1 (configuration not stated)	0	0	-3	2	43	-2.3	7
C=CCOC(=O)C1=C[C@@H](c2ccccc2)C[C@@H](OCc2ccc(CO)cc2)O1	1&-13	1&-1	-3&-8	-1	·	0.5&-2.3	3
COc1ccc(C(O)Cc2nccn2C)cc1 (configuration not stated)	-9	·	0	6	2	-0.3	-2
O=C1c2cccnc2C(=O)N1Cc1ccc(S(=O)(=O)N2CCOc3ccccc32)cc1	19	-4	5	-4	-1	-0.8	-1
Cc1ccc(C(=O)c2ccc([N+](=O)[O-])cc2)cc1C	-1	1	0	-3	-5	-2.0	1
Cc1n[nH]c(C)c1CCN(C)Cc1cn(C)nc1-c1ccccc1F	0	-5	2	6	·	·	-8
O=C(CNC(=O)c1ccc(Br)o1)NCc1ccc(Cl)cc1	9	-3	6	0	5	-2.4	0
COc1ccc(S(=O)(=O)Nc2ccc3c(c2)C(=O)N([C@H](C)CO)C[C@@H](C)[C@@H](CN(C)C(=O)Nc2ccccc2)OCCCC[C@@H](C)O3)cc1	·	·	4	·	9[16.7 µM]	-0.6	·
N#CN=C(c1ccccc1)c1ccccc1	1	3	10	-1	3	-0.4	0
